EPAC2 ag: agonists of human EPAC2 (RAPGEF4). EPAC2 activation, biochemical qHTS; response scale: 100% = 6.5 mM cAMP response. Q8WZA2. AID 720711. 360,000 compounds, 0.079% hits. Potency, µM (top dose mostly 154 µM), for inactives: at the top dose activation, usual class: activators; further: potency means the concentration at half of the fitted maximal effect; nearly all actives have a fitted effect of over 50% in size
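In this primary screen, activation is scored as increased exchange of BODIPY-GDP from Rap1B by 100 nM EPAC2, with 50 uM GDP as competitor. Signal is normalized to the 6.5 mM cAMP agonist control.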
D3 ag: agonists of human D3 dopamine receptor; P35462; max activation, %; AID 652048; 410,000 compounds, 0.58% hits; D3R DiscoveRx beta-arrestin cells, luminescence, 90 min; in the data active means max activation above about 30%; further: 0% is about no effect; mostly tested at two doses, the higher about 12 µM
Target sequence (P35462 whole entry, looked up): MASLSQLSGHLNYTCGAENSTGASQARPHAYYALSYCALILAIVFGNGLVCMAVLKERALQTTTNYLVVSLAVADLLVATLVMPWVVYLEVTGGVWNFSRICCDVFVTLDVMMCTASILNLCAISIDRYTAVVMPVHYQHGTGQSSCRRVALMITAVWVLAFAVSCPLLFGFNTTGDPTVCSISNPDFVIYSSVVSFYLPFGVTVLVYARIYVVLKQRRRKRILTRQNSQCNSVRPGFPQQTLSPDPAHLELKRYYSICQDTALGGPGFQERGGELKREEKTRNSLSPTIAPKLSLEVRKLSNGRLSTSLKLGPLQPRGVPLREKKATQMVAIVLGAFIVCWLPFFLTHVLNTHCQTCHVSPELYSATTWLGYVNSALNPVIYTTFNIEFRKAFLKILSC
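Cells at 1500/well, incubated overnight, then treated with pinned compounds (dopamine as control) for 90 min at 37 degrees C. DiscoveRx reagent added for 30 - 60 minutes at room temperature; luminescence read.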
EPAC2 antagonist: antagonists of human EPAC2 | EPAC2 GEF exchange of Rap1B-BODIPY-GDP, fluorescence | Potency, µM (titrated, usually from 114 µM), inactives show top-dose activity, negative = inhibition, usual class: inhibitors | 360,000 compounds, 0.18% hits; further: potency means the concentration at half of the fitted maximal effect; on the % scale 0 is the no-effect control and ±100 the full control effect; nearly all actives have a fitted effect of over 45% in size; many of its hits are not listed in these tables
aSyn rescue: inhibitors of alpha-synuclein toxicity in yeast. Yeast expressing alpha-synuclein, growth rescue, BacTiter-Glo, 24 h. AID 652106. Potency, µM (doses to about 46.1 µM), inactives show at the top dose growth rescue (activation), actives largely listed as activators. 370,000 compounds, 0.14% hits; further: potency means the concentration at half of the fitted maximal effect; % of control where 0% means no effect; nearly all actives have a fitted effect of over 65% in size
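Rescue of yeast growth: cells expressing toxic alpha-synuclein, induced in galactose at OD600 0.02, incubated with compound 24 h at 30 C. ATP luminescence quantified growth; inhibitors of toxicity appear as activators.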
FUS yeast rescue: rescues growth of FUS-expressing yeast; 390,000 compounds, 0.24% hits; AID 1347120; S. cerevisiae FUS-expressing, growth rescue, OD600, 24 h; Potency, µM (doses to about 76.6 µM), inactives show at the highest dose growth rescue (activation), usual class: activators;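 further: potency means the concentration at half of the fitted maximal effect; plate controls were DMSO vehicle for no effect and reference control for full effect; nearly all actives have a fitted effect of over 55% in size; some results filed as inactive show a strong effect at the top dose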
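Absorbance at 600 nm, taken 24hr after compound addition, measured rescue of FUS-yeast growth at 30C. Induction used 2% galactose with seeding at OD 0.005. Controls: CP55940 from 92uM final, DMSO only.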
Abeta rescue: compounds reversing amyloid beta toxicity in yeast; yeast expressing A-beta42, growth rescue, OD600, 48 h; response scale: 0% DMSO, 100% iron-clioquinol control; Potency, µM (titrated, usually from 46.1 µM), for the others: at the top dose growth rescue, usual class: activators; 410,000 compounds, 0.063% hits; AID 1347071; further: potency means the concentration at half of the fitted maximal effect; nearly all actives have a fitted effect of over 55% in size
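Yeast growth medium received pinned compounds, then yeast cells expressing toxic A-beta were added; plates incubated at 30 C for 48 hr. Growth read as absorbance at 600 nm, normalized to DMSO and equimolar FeCl3 plus clioquinol controls.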
TDP43 rescue: inhibitors of TDP-43 toxicity in yeast; Potency, µM (titrated, usually from 46.1 µM), without a hit: at the highest dose growth rescue (activation), actives largely listed as activators; 410,000 compounds, 1.8% hits; TDP-43 expressing yeast growth rescue, BacTiter-Glo, 24 h; further: potency means the concentration at half of the fitted maximal effect; % of control where 0% means no effect; nearly all actives have a fitted effect of over 50% in size
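In this qHTS, compounds that restore growth of yeast expressing TDP-43 appear as activators. Cells (OD600=0.02, galactose medium, raffinose-pregrown) are incubated with compound 24 hr at 30 deg C and growth is quantified by BacTiter-Glo.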
DRD3 antagonist: D3 dopamine receptor (human) antagonism; P35462; D3R cells, DiscoveRx beta-arrestin luminescence, antagonist mode; stronger effect = lower value; max response, negative = inhibition, %; 360,000 compounds, 2.5% hits; in the data active means max response below about -50%; inconclusive means no clear call, values can overlap the other calls; further: on the % scale 0 is the no-effect control and ±100 the full control effect; mostly tested at two doses, the higher about 12 µM
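Cells plated overnight at 1500 cells/well, then exposed to library compounds with dopamine controls for 90 minutes at 37 degrees C. DiscoveRx reagent added for 30–60 minutes at room temperature; luminescence read, quantitative HTS format.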
Active calls of the source: *; ? = inconclusive; nt = not tested or not shown; [ ] = dose if it differs, or a comment. Unless noted, the call rests on the fitted dose curve; in most records, active means well fitted curve in the direction sought with a large enough effect; inconclusive means small, poorly fitted or top-dose-only effect, or another doubt; inactive means no such curve, though single readings can be large; an effect the other way counts as inactive or inconclusive.

SMILES | EPAC2 ag | D3 ag | EPAC2 antagonist | aSyn rescue | FUS yeast rescue | Abeta rescue | TDP43 rescue | DRD3 antagonist
Cc1ccc(NC(=O)CSc2nc(N)cc(N)n2)cc1S(=O)(=O)N1CCOCC1 | 10% | -8 | 1% | 1% | 18% | -4% | -13% | 13
O=C(NNC(=O)c1cnccc1C(F)(F)F)c1ccccc1 | 3% | 5 | 0% | 3% | 10% | 18% | -5% | 2
O=C(NCc1ccccc1)c1ccccc1NC(=O)C1CCCCC1 | 7% | -3 | 0% | -28% | 16% | 6% | 16% | 7
CCOC(=O)C1=C(c2ccccc2)NC(SCC(N)=O)=C(C#N)C1c1cccnc1 (stereo unspecified) | 7% | 0 | 11% | 0% | -7% | 7% | 0% | 13
Nc1cc(=O)nc(SCc2ccccc2)n1Cc1ccco1 | 1% | 5 | 11% | -2% | 13% | 7%[9.22 µM] | -10% | 23
CCn1cc(S(=O)(=O)c2cccc(C)c2)c(=O)c2cc(F)c(N3CCCCC3C)cc21 (stereo unspecified) | nt | -2 | nt | nt | 0% | -5% | ? | nt
O=C(NCc1cccc(F)c1)c1ccc(-n2cnc3cccnc32)cc1 | nt | -10 | nt | nt | -5% | -19% | 0% | nt
O=C(COC(=O)C1CCN(S(=O)(=O)c2cccc3cccnc23)CC1)c1ccccc1 | 14% | -1 | 5% | -4% | nt | 0% | 1% | -10
COC(=O)c1ccc(CN2CCCC(C(=O)c3cc(F)ccc3OC)C2)cc1 (stereo unspecified) | 25% | -17 | 0% | -8% | -6% | 7% | -19% | -95*
COC(=O)\C(C(C)=O)=C(/C=C/C=C/C=C/N(C)C)N(C)C | 13% | 5 | 10% | -13% | ? | -2% | 8% | 33
Cc1ccc2c(CN3CCCCC3CCO)cc(=O)oc2c1 (stereo unspecified) | -4% | 3 | -4% | ? | -12% | 2% | 16% | 10
CCOc1cc(CNc2ncnc3nc[nH]c23)ccc1OC | 1% | 6 | 7% | 2% | -26% | 4% | 4% | -1
COc1ccc(-n2ccnc2SCC(=O)c2c(N)n(C3CC3)c(=O)[nH]c2=O)cc1 | 6% | 1 | -11% | -2% | -30% | 7% | 18% | 42
CC1CCCCN1C(=O)CSc1nnc(-c2cccnc2)n1C1CCCCC1 (stereo unspecified) | 2% | 5 | -3% | 5% | 23% | 13% | -8% | 15
Cc1ccc2[nH]c3nc(N/N=C/c4cccc(O)c4)nnc3c2c1 | -1% | 3 | 7% | 3% | 8% | -4% | -5% | -14
COc1ccccc1N(CC(=O)Nc1ccc(C)cc1Cl)S(=O)(=O)c1cccs1 | 9% | 2 | ? | 14% | 12% | 8% | -11% | -12
COCc1cc(=O)[nH]c(/N=C(\N)Nc2ccc(Cl)c(Cl)c2)n1 | 12% | 10 | 2% | 1% | -1% | 8% | 9% | 4
CC(C)c1ccc(COC(=O)CN2C(=O)NC3(CCCCC3C)C2=O)cc1 (stereo unspecified) | -7% | 29 | -7% | 4% | 14% | ? | 8% | 3
CC(C)C(=O)Nc1c(C(=O)c2ccc(F)cc2)oc2ccccc12 | 6% | -9 | 3% | 0% | -16% | -15% | 1% | -15
COC(=O)Cn1nnc(N2CCOCC2)n1 | 2% | -2 | -2% | 3% | -4% | 9% | 0% | -5
COC(=O)c1cnc(NCc2ccc(F)cc2)c2ccccc12 | nt | -4 | nt | nt | 0% | 19% | 19% | nt
COc1ccc(/C=C2\Sc3ccc(C(=O)NC4CC4)cc3N(C)C2=O)cc1OC | 15% | 9 | -20% | -8% | ? | -12% | 22% | 8
Fc1ccc(NC(=S)Nc2cccnc2)c(Cl)c1 | 9% | -7 | 3% | -9% | 6% | -14% | 12% | -16
CCOC(=O)N1CCc2c(sc3c2c(=O)n(CCc2ccccc2)c(=O)n3Cc2ccc(C)cc2C)C1 | nt | 2 | nt | nt | -9% | 12% | 6% | nt
CS(=O)(=O)Nc1ccc(C(=O)NCCSc2ccc(Cl)cc2)cc1 | 5% | -1 | -9% | 3% | -18% | 5% | 11% | 4
CCOC(=O)c1c(C)[nH]c(C)c1S(=O)(=O)NCC(=O)N1CCN(c2ccccc2F)CC1 | nt | -3 | nt | nt | 14% | -6% | 13% | nt
O=C(COc1ccc(F)cc1)Nc1cc(S(=O)(=O)N2CCCCC2)ccc1N1CCCCC1 | 3% | -11 | -8% | 1% | ? | 3% | -14% | -3
COc1ccc(NC(=O)Cc2csc(C)n2)cc1 | nt | 10 | nt | nt | 1% | 2% | 8% | nt
CCN(CC)S(=O)(=O)c1cccc(NC(=O)c2ccc(C#N)cc2)c1 | 7% | -8 | -10% | 1% | 29% | 11% | nt | -25
O=C(COc1ccccc1)OCc1csc(Nc2ccccc2)n1 | 14% | 12 | -2% | -6% | 15% | 14% | 9% | -4
Cc1ccccc1NC(=O)c1ccc(F)c(S(=O)(=O)NC2CCCC2)c1 | nt | 9 | nt | nt | 17% | -9% | 15% | nt
CN(C(=O)CSc1nnc(C2CC2)n1-c1ccccc1)C1CCS(=O)(=O)C1 (stereo unspecified) | 3% | -2 | 0% | 4% | 5% | -1% | 16% | -17
Cc1cccc(NC(=O)c2c(NC(=O)c3ccco3)sc3c2CCC(C(C)(C)C)C3)c1 (stereo unspecified) | nt | -7 | nt | nt | -2% | -10% | 8% | nt
COc1ccc(NC(=S)Nc2ccccc2OC)c(OC)c1 | 6% | 3 | -11% | -5% | 8% | ? | -6% | -13
COc1cc(CNc2nc3ccccc3n2Cc2ccccc2)ccc1O | 11% | -7 | -13% | -10% | 1% | -10% | 7% | 50
CCn1c2ccccc2c2cc(NC(=O)C(C)Oc3ccc(OC)cc3)ccc21 (stereo unspecified) | -84%[15.6 µM] | -7 | -10% | 21% | 27% | 3% | -11% | -27
CC1(C(=O)OCC(=O)Nc2ccc(S(=O)(=O)N3CCOCC3)cc2)CC1(Cl)Cl (stereo unspecified) | 13% | -2 | -10% | -2% | 10% | -1% | 0% | 8
Cc1ccc(Cl)cc1NC(=O)Cn1cccc1 | 9% | -11 | -4% | -5% | 33% | 0% | 6% | 19
Cc1cc(NC(=O)COc2ccccc2)cc(-c2nc3ccccc3o2)c1O | nt | -8 | nt | 1% | -20% | -28% | -7% | nt
Cc1ccc(S(=O)(=O)N2C[C@H]3[C@H]4C(=O)N(c5ccccc5)C(=O)[C@H]4C[C@H](OC(=O)NC4CC4)[C@@]3(O)C2)cc1 | 19% | -9 | 3% | -1% | 10% | 3% | 18% | -17
CCN1CCN(CCOc2ccccc2OCc2ccccc2)CC1 | -2% | -9 | -1% | -5% | -6% | -1% | -6% | ?
Nc1nc(-c2ccccc2)cn1/N=C/c1ccccc1 | 12% | -4 | -2% | 0% | 17% | 10% | -9% | -4
CN1CCN(C(=O)C2=C[C@H](C3CC3)C[C@H](OCc3ccc(CO)cc3)O2)CC1 | 3% | -34 | -4% | -3% | -9% | 3% | 23% | 3
CC1CCCN(CCCNC(=O)C2CC(=O)N(CCc3ccccc3)C2)C1 (stereo unspecified) | 1% | -6 | -2% | -6% | -2% | 9% | 9% | 2
O=C(COC(=O)c1n[nH]c(=O)c2ccccc12)NC1CCCCC1 | 4% | -4 | 3% | -2% | -18% | 15% | 5% | -9
CC1CCN(CC(=O)Nc2nc(-c3ccccc3)cs2)CC1 | 9% | -17 | -18% | 1% | -13% | 6% | 5% | 10
CN(C)c1ccc(C(=O)OCC(=O)NCCNC(=O)COC(=O)c2ccc(N(C)C)cc2)cc1 | 1% | 19 | 6% | 10% | nt | 6% | 1% | 1
O=C(Oc1cccc(Nc2ncnc3ccccc23)c1)c1cccnc1 | -2% | 2 | 6% | 11% | -7% | -10% | 8% | 14
O=C(CCc1c[nH]c2ccccc12)OCc1cccc(C(F)(F)F)c1 | 13% | 4 | -28% | 10% | 3% | 39% | 26% | 10
Cc1ccc(S(=O)(=O)N2C[C@H]3[C@H]4C(=O)N(C)C(=O)[C@H]4CC(=O)[C@H]3[C@@H]2c2ccccc2Cl)cc1 | 2% | 4 | 1% | -11% | 9% | -12% | 14% | 25
Carrying on:
SMILES | EPAC2 ag | D3 ag | EPAC2 antagonist | aSyn rescue | FUS yeast rescue | Abeta rescue | TDP43 rescue | DRD3 antagonist
COc1ccc(S(=O)(=O)N2CCC(C(=O)NCCc3ccc(OC)c(OC)c3)CC2)cc1 | 4% | -5 | 14% | 0% | 16% | -5% | 7% | -16
CCOc1ncccc1C(=O)Nc1ccc(Cl)c(S(=O)(=O)N2CCCC2)c1 | 15% | 6 | -2% | -7% | 12% | 22% | -4% | 13
CCOc1ccc(-n2c(SCC(N)=O)nnc2-c2ccco2)cc1 | 10% | 3 | 3% | 1% | -4% | -6% | -14% | 3
CCOC(=O)c1ccc(NC(=O)CN2CCN(CCN=CC3=C(O)CC(C)(C)CC3=O)CC2)cc1 | 4% | 6 | 3% | 2% | 18% | 3% | 16% | 9
COC(=O)c1ccc(NC(=O)Nc2nnc(N(C)C3CCCCC3)s2)cc1 | nt | 3 | nt | nt | -33% | -2% | 14% | nt
CCc1ccc(NS(=O)(=O)c2ccc3[nH]c(=O)[nH]c3c2)cc1 | 2% | 13 | 13% | -4% | 1% | 2% | -17% | 16
CC(NC(=O)C12CC3CC(CC(C3)C1)C2)C(=O)NN=Cc1ccc([N+](=O)[O-])o1 (stereo unspecified) | -2% | 4 | 1% | 1% | 5% | -7% | 14% | -10
COc1ccc(-c2ccc3sc4ccccc4c(=O)c3c2)cn1 | -3% | 19 | 11% | 1% | -13% | -2% | 27% | 31
NS(=O)(=O)c1cccc(-n2cnnn2)c1 | -2% | 4 | -2% | 8% | 0% | -1% | -15% | 6
Cc1ccc(OCCC(=O)NNC(=O)c2cc(C)oc2C)cc1 | -5% | 0 | -1% | 4% | 3% | 9% | 27% | -10

In the list so far, two contain a cyano group.
SMILES | EPAC2 ag | D3 ag | EPAC2 antagonist | aSyn rescue | FUS yeast rescue | Abeta rescue | TDP43 rescue | DRD3 antagonist
CCOC(=O)C1=C(c2ccccc2)NC(SCC(N)=O)=C(C#N)C1c1cccnc1 (stereo unspecified) | 7% | 0 | 11% | 0% | -7% | 7% | 0% | 13
CCN(CC)S(=O)(=O)c1cccc(NC(=O)c2ccc(C#N)cc2)c1 | 7% | -8 | -10% | 1% | 29% | 11% | nt | -25

Screening data: PubChem, National Center for Advancing Translational Sciences (NCATS)

Only part of the results is shown; count on the stated rates, not on these rows.
